Screening data (PubChem)
SUMO HTRF inh – inhibitors of human SUMOylation (UBC9) | HTRF SUMOylation assay, SAE1/SAE2 + UBC9, in vitro | inhibition, % at 35 µM | 290,000 compounds, 0.36% hits; in the data active = inhibition above about 50%, passing the limit was not always enough; also: strong numbers were not always called active
MEKK3 PB1 HTS – modulators (inhibitors or enhancers) of MEK5 binding to human MEKK3 PB1 domain. bead-based flow cytometry, Alexa488-MEK5 binding to MEKK3; actives lie on both sides; 0 = blocked by unlabeled MEK5, 100 = vehicle. Q99759. 290,000 compounds, 1.4% hits. binding response (% of control), % at 10 µM;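 active = binding response more than 3 SD above or below the average of its plate-row segment, actives on both sides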;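 also: Alexa488 bead fluorescence after subtracting the streptavidin-only scavenger bead signal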
M18AAP inhibitor – PfM18AAP enzyme inhibition; recombinant PfM18AAP, H-Glu-NHMec fluorogenic cleavage; inhibition, % at 7.35 µM; 290,000 compounds, 1.2% hits; AID 1822;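 active = inhibition above the campaign mean inhibition over all tested compounds plus 3 SD, cut at about 28% in these data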;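 also: 0% = plate median of test compound wells and 100% = 2 mM ZnCl2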
MEKK2 WT-MEK5 – raises or lowers MEK5 binding to wildtype human MEKK2 PB1 domain. AID 1531. 290,000 compounds, 1.1% hits. bead flow cytometry, Alexa488-MEK5 binding to MEKK2 WT; actives lie on both sides. binding response (% of control), % at 10 µM; in the data active = binding response below about 67% or above about 130%
NALP1 yeast inh – blocks the NALP1 inflammasome reconstituted in yeast; S. cerevisiae NALP1/ASC/caspase-1 growth, X-gal OD620, 72 h; inhibition, % at 10 µM; 280,000 compounds, 0.61% hits; in the data active = inhibition mostly above about 24%, no sharp cut-off; inactive = mostly below about 32%; also: some compounds called inactive have numbers as strong as hits
IDE inh – inhibitors of human insulin-degrading enzyme in cells. 320,000 compounds, 0.41% hits. HEK cells, FAbetaB cleavage, fluorescence polarization. inhibition, % at 5.59 µM. P14735;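 active = percent inhibition above the average of all tested compounds plus 3 SD, set per screening campaign, cut at about 16% in these data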;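 also: IDE supplied by intact live HEK cells; FP after avidin binding of uncleaved biotin substrate so inhibition keeps polarization high; 0% = DMSO wells and 100% = 60 µM reference IDE inhibitor Ii1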
Target sequence (P14735 whole entry, looked up): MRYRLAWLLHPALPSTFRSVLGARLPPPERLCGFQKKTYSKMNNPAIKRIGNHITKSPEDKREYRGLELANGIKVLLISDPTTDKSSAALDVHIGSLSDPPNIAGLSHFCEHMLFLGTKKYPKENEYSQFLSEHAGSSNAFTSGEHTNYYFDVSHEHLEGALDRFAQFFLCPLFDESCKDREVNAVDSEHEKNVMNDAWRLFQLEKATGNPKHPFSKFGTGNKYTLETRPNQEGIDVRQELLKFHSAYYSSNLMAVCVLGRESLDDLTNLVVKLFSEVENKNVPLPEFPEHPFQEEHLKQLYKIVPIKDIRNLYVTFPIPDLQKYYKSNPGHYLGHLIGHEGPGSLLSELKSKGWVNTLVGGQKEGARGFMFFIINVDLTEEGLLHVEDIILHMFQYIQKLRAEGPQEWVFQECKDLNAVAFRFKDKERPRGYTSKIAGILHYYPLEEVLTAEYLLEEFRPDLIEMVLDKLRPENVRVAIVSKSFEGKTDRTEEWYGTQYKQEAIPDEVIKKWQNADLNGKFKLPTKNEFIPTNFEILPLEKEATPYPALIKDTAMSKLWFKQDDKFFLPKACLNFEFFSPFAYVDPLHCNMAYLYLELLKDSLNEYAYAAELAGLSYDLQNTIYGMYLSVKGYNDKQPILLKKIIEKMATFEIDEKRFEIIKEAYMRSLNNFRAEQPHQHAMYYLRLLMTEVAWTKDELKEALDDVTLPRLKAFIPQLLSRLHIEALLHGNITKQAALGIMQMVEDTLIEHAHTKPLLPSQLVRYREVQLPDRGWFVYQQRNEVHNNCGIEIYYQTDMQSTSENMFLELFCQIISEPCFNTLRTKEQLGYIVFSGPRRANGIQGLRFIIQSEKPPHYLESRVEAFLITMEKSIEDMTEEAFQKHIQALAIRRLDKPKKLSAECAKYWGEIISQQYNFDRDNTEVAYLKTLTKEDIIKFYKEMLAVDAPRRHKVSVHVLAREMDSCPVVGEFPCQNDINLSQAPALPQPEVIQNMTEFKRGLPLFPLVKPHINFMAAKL
IDE act – IDE (human) activation, cell-based | P14735 | AID 493087 | activation, % at 5.96 µM | HEK cells, FAbeta-B cleavage, fluorescence polarization; 0% vehicle, 100% cell-free pure enzyme wells | 340,000 compounds, 0.073% hits;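 active = activation above the mean of all tested compounds plus 3 SD, set per screening campaign, cut at about 17% in these data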
pCIP destab – lowers stability of the mouse p/CIP coactivator protein. Q05BA5. F442A p/CIP-EGFP cells, EGFP fluorescence, 16 h. decrease of EGFP signal, % at 10 µM. 290,000 compounds, 0.01% hits. AID 1984;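 active = EGFP signal decrease of at least 30% at 10 µM or well 3 SD below plate mean, unless failing retest; inactive = the rest, including hits failing retest or dose response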; also: some compounds called inactive have numbers as strong as hits; many of its hits are not listed in these tables
MEKK2 mut-MEK5 – signal of MEK5 binding to mutant human MEKK2 PB1 domain; bead flow cytometry, Alexa488-MEK5 binding to MEKK2 mutant; percent response, % at 10 µM; 290,000 compounds, 0.35% hits; in the data active = percent response above about 24%, passing the limit was not always enough; also: inactives centre near 1; some results filed as inactive read as strong as hits; reference of the scale not given here
Starred values were filed as active, the others as inactive; nt = not tested or not shown.

The opening 14 entries, ahead of the listing:
SUMO HTRF inh	MEKK3 PB1 HTS	M18AAP inhibitor	MEKK2 WT-MEK5	NALP1 yeast inh	structure	IDE inh	IDE act	pCIP destab	MEKK2 mut-MEK5
14	83	-16	91	13	Cc1ccc(NC(=O)C[n+]2cc(-c3ccccc3)n3c2CCC3)cc1	-2	nt	-7	-15
3	100	-12	100	11	C=CCNC(=S)Nc1ccc(OC)c(S(=O)(=O)N2CCOCC2)c1	5	5	-11	0
23	117	2	116	-4	O=C(C[n+]1ccc(Cc2ccccc2)cc1)Nc1ccc([N+](=O)[O-])cc1Cl	-5	-10	-14	9
8	102	-7	103	5	COc1ccc(C(=O)NCc2cn3ccccc3n2)cc1	5	-1	5	3
-7	95	4	97	23	Cc1cc(C)c(S(=O)(=O)N2CCCOC2CNC(=O)C(=O)NCc2cccs2)c(C)c1 (stereo not given)	-4	2	-1	-1
8	104	-2	104	11	O=C(O)CC(CC(=O)Nc1ccc(-c2ccccc2)cc1)c1ccccc1 (stereo not given)	3	0	-3	5
1	98	-2	92	17	C(=C\c1ccncc1)/c1ccccc1	0	4	0	-5
-23	99	7	99	7	COc1ccc(CN2CC(=O)N(c3cc(Cl)ccc3C)C2=S)cc1OC	5	2	12	-1
-15	86	-5	85	35	CCOC(=O)C1=CN(c2cccc(F)c2)C=C(C(=O)OCC)C1c1cc(OC)c(O)c([N+](=O)[O-])c1	-1	4	8	-7
7	107	4	129	29	O=S(=O)(NCC1CCCO1)c1ccc(S(=O)(=O)N2CCc3ccccc3C2)cc1 (stereo not given)	1	2	-2	18
20	102	4	101	16	CCOC(=O)c1cnc2c(OC)cccc2c1Nc1ccc2c(c1)OCCO2	1	-3	-8	-2
1	104	13	100	-1	COc1cccc(C(=O)/C=C/Nc2cccc(O)c2)c1	7	-7	2	5
19	101	-4	89	9	Cc1ccc(-c2nc(C#N)c(NCC3CCCO3)o2)cc1 (stereo not given)	6	0	4	-11
9	101	2	97	-6	CC(=O)c1c(C)[nH]c(C(=O)Nc2cccc(S(=O)(=O)N(C)C)c2)c1C	4	-6	2	-5

The list itself, from the first entry:
SUMO HTRF inh	MEKK3 PB1 HTS	M18AAP inhibitor	MEKK2 WT-MEK5	NALP1 yeast inh	structure	IDE inh	IDE act	pCIP destab	MEKK2 mut-MEK5
14	83	-16	91	13	Cc1ccc(NC(=O)C[n+]2cc(-c3ccccc3)n3c2CCC3)cc1	-2	nt	-7	-15
3	100	-12	100	11	C=CCNC(=S)Nc1ccc(OC)c(S(=O)(=O)N2CCOCC2)c1	5	5	-11	0
23	117	2	116	-4	O=C(C[n+]1ccc(Cc2ccccc2)cc1)Nc1ccc([N+](=O)[O-])cc1Cl	-5	-10	-14	9
8	102	-7	103	5	COc1ccc(C(=O)NCc2cn3ccccc3n2)cc1	5	-1	5	3
-7	95	4	97	23	Cc1cc(C)c(S(=O)(=O)N2CCCOC2CNC(=O)C(=O)NCc2cccs2)c(C)c1 (stereo not given)	-4	2	-1	-1
8	104	-2	104	11	O=C(O)CC(CC(=O)Nc1ccc(-c2ccccc2)cc1)c1ccccc1 (stereo not given)	3	0	-3	5
1	98	-2	92	17	C(=C\c1ccncc1)/c1ccccc1	0	4	0	-5
-23	99	7	99	7	COc1ccc(CN2CC(=O)N(c3cc(Cl)ccc3C)C2=S)cc1OC	5	2	12	-1
-15	86	-5	85	35	CCOC(=O)C1=CN(c2cccc(F)c2)C=C(C(=O)OCC)C1c1cc(OC)c(O)c([N+](=O)[O-])c1	-1	4	8	-7
7	107	4	129	29	O=S(=O)(NCC1CCCO1)c1ccc(S(=O)(=O)N2CCc3ccccc3C2)cc1 (stereo not given)	1	2	-2	18
20	102	4	101	16	CCOC(=O)c1cnc2c(OC)cccc2c1Nc1ccc2c(c1)OCCO2	1	-3	-8	-2
1	104	13	100	-1	COc1cccc(C(=O)/C=C/Nc2cccc(O)c2)c1	7	-7	2	5
19	101	-4	89	9	Cc1ccc(-c2nc(C#N)c(NCC3CCCO3)o2)cc1 (stereo not given)	6	0	4	-11
9	101	2	97	-6	CC(=O)c1c(C)[nH]c(C(=O)Nc2cccc(S(=O)(=O)N(C)C)c2)c1C	4	-6	2	-5
8	100	2	97	-11	CC1Cc2ccccc2N1C1=NS(=O)(=O)c2ccccc21 (stereo not given)	0	3	-2	-3
7	100	-1	104	-8	O=C(Nc1ccccc1C(F)(F)F)NC1CCCCCCC1	-5	7	-17	3
-21	106	5	107	-5	CC(NC(=O)NC(=O)c1ccc(Cl)cc1)c1ccccc1 (stereo not given)	0	2	-1	6
21	103	2	101	-4	O=C(Nc1cnc2ccccc2c1)N1CCCCC1	2	3	0	4
16	108	1	103	13	CCCNC(=O)NS(=O)(=O)c1cnccc1Sc1ccc(Cl)c(Cl)c1	-3	5	-7	8
25	108	-14	99	12	CC(=O)Oc1ccc2c(c1)C(=O)c1ccccc1CO2	6	4	-14	3
-8	101	-3	102	7	CCc1ccc(NC(=O)N2CCN(c3ccc(F)cc3)CC2)cc1	nt	-3	-11	-1
34	101	-2	101	24	Cc1nn(Cc2ccc(F)cc2)c(C)c1NC(=O)C1c2ccccc2Oc2ccccc21	3	-2	6	0
7	106	1	103	32	CCc1c(C)sc2nc(C(C)C)nc(SCC(=O)N3CCc4ccccc4C3)c12	-5	nt	-42	5
10	110	-1	101	1	COc1ccc(CCC(=O)NCc2cn3ccc(C)cc3n2)cc1	5	-7	5	12
13	102	-3	106	13	O=C1CCC(C(=O)N2CCN(c3ccccc3)CC2)CN1CC1CCCCC1 (stereo not given)	3	-1	-12	1
6	94	-3	94	19	CCn1cc(C(=O)NCc2ccc3c(c2)OCO3)c(=O)c2cc(S(=O)(=O)N(C)C)ccc21	11	2	-8	-2
13	101	-2	100	-2	CCC(NC(=O)COc1ccc([N+](=O)[O-])cc1)c1ccccc1 (stereo not given)	-3	nt	6	-2
1	101	4	98	-3	CCC(C)Nc1nc2c(c(=O)[nH]c(=O)n2C)n1CCCc1ccccc1 (stereo not given)	0	1	1	1
7	103	-1	107	4	O=C(O)COc1ccc(NC(=O)C(c2ccccc2)c2ccccc2)cc1	-1	2	16	3
5	95	-4	99	-2	CCN(C(=O)CCS(=O)(=O)c1ccc2c(c1)oc(=O)n2C)c1ccc(OC)cc1	-3	2	16	-5
-1	103	-5	104	9	COc1ccc(CN(C)C(=O)c2cnc(C)cn2)c(OC)c1OC	-2	1	-2	6
-19	103	2	119	16	CN(c1ccc(C(=O)NCCSCc2ccc(Cl)cc2)cc1)S(=O)(=O)c1ccccc1	0	-2	-17	-1
-2	99	5	99	12	O=C(c1cccc(S(=O)(=O)N2CCCCC2)c1)N1CCOCC1	-3	-1	0	-1
-14	102	nt	100	16	O=C(/C=C/c1ccccc1)NCCc1ccccc1	-2	6	-1	4
18	106	1	106	0	Fc1ccc(CNc2nc3ccccc3n3nnnc23)cc1	-1	5	-31	6
3	105	1	102	3	O=C(c1ccco1)N1CCC(c2nc3c(nnn3Cc3ccc(F)cc3)c(=O)[nH]2)CC1	-2	0	-12	1
-10	101	7	99	28	Cc1cc(NC(=O)CSc2nc(C3CCCCC3)nc3ccccc23)no1	-1	1	3	0
0	88	-2	90	16	CC(CCc1ccccc1)NC(=O)c1ccccc1C(=O)O (stereo not given)	1	4	-3	-4
0	109	-3	109	30	CN1CCN(c2nc(N3CCN(c4ccccc4)CC3)ncc2F)CC1	-3	-2	3	10
-5	100	5	100	11	Cc1cc(/C=C(\C#N)C(=O)NCc2cccs2)c(C)[nH]1	-3	-4	9	2
28	101	0	97	-2	O=C(CSc1nnc(COc2cccc3cccnc23)o1)N1CCCC1	-1	0	-10	0
-15	106	-10	103	6	COc1cc(NC(=O)CN(C)S(=O)(=O)c2ccc(C)cc2)cc(OC)c1	10	1	-8	4
6	99	14	98	23	COc1cc(/C=N/NC(=O)CSc2nc3ccccc3n2C)cc(OC)c1OC	2	11	-10	3
-14	102	1	98	3	COc1cnc(-c2ccccc2)nc1OC	-2	-1	13	-3
-5	99	3	96	9	COc1ccc(Nc2ncc(C(=O)N3CCN(Cc4ccccc4)CC3)c3ccccc23)cc1	0	6	9	0
10	101	4	100	-13	Cc1ccccc1NS(=O)(=O)c1ccc2oc(=O)ccc2c1	3	-3	6	1
-1	100	-2	104	22	CC(C)c1ccc(CNC(=O)C2CC(=O)N(C3CCCCC3)C2)cc1 (stereo not given)	-4	8	-11	5
16	99	6	103	24	Cc1ccc(C(=O)NCC(=O)O)s1	0	3	-9	-1
3	116	-6	103	5	Cc1ccc(O)c(C(=O)/C=C/c2ccc3c(c2)OCCO3)c1	2	5	8	-2
9	102	6	107	4	Cc1cccc(C(=O)Nc2ccc(S(=O)(=O)N3CCOCC3)cc2)c1[N+](=O)[O-]	1	5	-4	7
19	89	0	88	21	COc1ccccc1CNC(=O)/C=C/c1cc2c(cc1Br)OCO2	2	2	-37	-9
-8	104	3	104	-2	COc1ccc(C(=O)COC(=O)C2CCN(S(=O)(=O)c3cccc4cccnc34)CC2)cc1	0	0	6	3

An excerpt from above in order of molecular weight, low to high:
SUMO HTRF inh	MEKK3 PB1 HTS	M18AAP inhibitor	MEKK2 WT-MEK5	NALP1 yeast inh	structure	IDE inh	IDE act	pCIP destab	MEKK2 mut-MEK5
-14	102	1	98	3	COc1cnc(-c2ccccc2)nc1OC	-2	-1	13	-3
-15	106	-10	103	6	COc1cc(NC(=O)CN(C)S(=O)(=O)c2ccc(C)cc2)cc(OC)c1	10	1	-8	4
6	99	14	98	23	COc1cc(/C=N/NC(=O)CSc2nc3ccccc3n2C)cc(OC)c1OC	2	11	-10	3

Only part of the results is shown (hit frequency here may not be typical).
